# Screening data deposited in PubChem BioAssay by several laboratories.
# MITF TRPM1 inh: MITF TRPM1 promoter inhibition in SK-MEL-5 cells; SK-MEL-5 TRPM1 promoter luciferase, 24 h; actives 0.83% (n = 330,000); inhibition, % at 12.5 µM;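 active means mean inhibition across replicates of 60% or more, whatever share of single replicates reaches that level; inconclusive means some that reach 60%, reason not given; inactive means mean inhibition across replicates below 60%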; further: values of inactives mirror those of a sister screen read the other way
# KKLEB cytotox: reduces viability of KKLEB cystic fibrosis airway cells. actives 0.36% (n = 360,000). KKLEB CF airway cells viability, ATPlite luminescence, overnight; hits give low values; cells stimulated with P. aeruginosa culture filtrate. activity change (cytotoxicity), % at 5 µM;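 active means corrected activity change at or below -50% at 5 µM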
# Shn3 inh set2: Schnurri-3 reporter inhibition in Clone20 osteoblasts; inhibition, % at 12.5 µM; actives 0.52% (n = 360,000); Clone20 osteoblast Shn3 3'UTR firefly luciferase, 24 h;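 active means mean inhibition of at least 75% with every replicate also reaching 75%; inconclusive means mean inhibition at least 75% but some replicate below; inactive means mean inhibition below 75%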;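 further: 0% = median of neutral control wells and 100% = pilot-screen positive control compound; some compounds past the cut are filed as inactive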
# C8 TRAIL sens: sensitizes caspase-8 expressing cells to TRAIL; actives 1% (n = 360,000); AID 624354; inhibition (viability loss, TRAIL sensitization), % at 10 µM; NB7+C8 cells + TRAIL, ATPlite viability luminescence;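 active means compounds causing at least 50% loss of cell viability in the single-dose screen, relative to plate controls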
# NR2E3 ag-1: activates human photoreceptor nuclear receptor NR2E3; GST-NR2E3/biotin-RetCOR TR-FRET, 1536-well; actives 0.12% (n = 320,000); Q9Y5X4; inhibition of corepressor binding, % at 4.78 µM; AID 2300;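 active means percent inhibition above the cutoff of mean plus 3 SD of all tested compounds, set per screening campaign, cut at about 20% in these data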;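 further: 0% = DMSO wells and 100% = biotin wells as full block of FRET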
# Target sequence (Q9Y5X4 whole entry, looked up): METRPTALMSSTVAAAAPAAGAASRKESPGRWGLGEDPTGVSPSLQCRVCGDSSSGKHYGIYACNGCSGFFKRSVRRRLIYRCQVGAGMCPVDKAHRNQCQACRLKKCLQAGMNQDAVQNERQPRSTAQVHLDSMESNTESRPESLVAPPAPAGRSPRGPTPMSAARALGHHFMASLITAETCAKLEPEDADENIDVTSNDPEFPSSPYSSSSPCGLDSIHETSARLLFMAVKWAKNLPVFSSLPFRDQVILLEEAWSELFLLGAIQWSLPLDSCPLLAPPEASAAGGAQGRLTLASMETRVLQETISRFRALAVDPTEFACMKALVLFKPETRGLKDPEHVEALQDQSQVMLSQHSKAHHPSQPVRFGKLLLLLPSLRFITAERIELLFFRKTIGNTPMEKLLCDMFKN
#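 Test system: GST-NR2E3 and biotin-RetCOR proteins | Quantity: 1.35 nM GST-tagged NR2E3 final | Medium: Tris pH 7.5 | Also added: 7 nM biotin-RetCOR | Dosing: Compound at 4.8 µM, single dose | Timing: 5 h at 4 °C | Detection: Time-resolved FRET | Read-out basis: Percent inhibition | Benchmarks: Biotin wells as high control, 0.6% DMSO wells as low control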
# NR2E3 ag-2: agonists of human NR2E3 nuclear receptor | Q9Y5X4 | CHO-S Gal4-NCOR/VP16-NR2E3 two-hybrid, luciferase | inhibition of corepressor binding, % at 3.98 µM | actives 0.35% (n = 360,000) | AID 602229;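 active means inhibition above the mean of all tested compounds plus 3 SD, cut at about 70% in these data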;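 further: 0% = DMSO with NR2E3 transfected cells and 100% = cells lacking NR2E3 construct; higher means lower luciferase signal from less NR2E3 corepressor binding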
# Peg3 prom inh: inhibitors of Peg3 promoter | actives 1.7% (n = 360,000) | inhibition, % at 20 µM | HeLa PEG-Prom luciferase reporter, luminescence, overnight | AID 588405;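 active means inhibition of at least 50% at 20 µM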
# CF NFkB inh: inhibitors of cystic fibrosis induced NF-kB; KKLEB NF-kB-GFP reporter, PAF-induced, GFP fluorescence overnight; inhibition, % at 5 µM; actives 0.86% (n = 360,000); AID 588850;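 active means at least 50% inhibition at 5 µM, scaled per plate between neutral and stimulator controls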;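 further: PAF is a Pseudomonas aeruginosa culture filtrate used as stimulus; plate controls were PAF-stimulated DMSO wells for no effect and unstimulated DMSO wells for full effect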
# EBV LMP1 NFkB: reduces LMP1-driven NF-kappaB luciferase signal. AID 504558. LMP1-induced NF-kappaB luciferase reporter cells, luminescence. inhibition, % at 12.5 µM. actives 0.69% (n = 350,000); in the data active means inhibition above about 41%; inconclusive means no clear call, values can overlap the other calls;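 further: 0% = neutral control wells and 100% = reference inhibitor control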
# HIF-2a inh: inhibitors of HIF-2a; 786-0 RCC cells HIF-2a reporter, luciferase luminescence, overnight; inhibition, % at 18.8 µM; actives 0.72% (n = 360,000);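 active means inhibition of the luminescence signal of 40% or more relative to plate controls, in a single-dose primary screen at 18.75 µM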
# hiPSC survival: hiPSC single-cell survival enhancement | ATPlite luminescence; 100% = ROCK inhibitor wells, 0% = DMSO | survival enhancement, % at 20 µM | actives 0.044% (n = 360,000) | AID 602274; in the data active means survival enhancement above about 18%;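 further: cells exposed to compounds for 16 hours before the ATP read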
# * = called active by the depositor; u = inconclusive; x = not tested or not shown; & = joins results of further samples.
# Values run as follows: Peg3 prom inh	KKLEB cytotox	NR2E3 ag-1	EBV LMP1 NFkB	MITF TRPM1 inh	CF NFkB inh	Shn3 inh set2	HIF-2a inh	NR2E3 ag-2	C8 TRAIL sens	hiPSC survival
> CCOc1cc(C2C3=C(CCCC3=O)Nc3ccc4ncccc4c32)ccc1O (centres undefined)
 : 17	-9	1	-3	9	13	0	15	3	-18	1.4
> CC(C)=CCN1CCN(Cc2nc(-c3ccc(F)cc3)cs2)CC1CCO (centres undefined)
 : 13	-11	1	-3	1	-6	13	-1	-28	9	1.0
> Cc1ccc2cc(C#N)c(N3CCN(C)CC3)nc2c1
 : 12	1	3	-3	-2	2	0	3	-14	-9	3.8
> O=C(NNC(=O)c1cc(Br)c(Br)s1)c1ccncc1
 : -19	30	1	-3	-10	-29	-4	-22	-9	-8	-0.5
> O=c1oc(CCO)cc2ccc(C#Cc3ccsc3)cc12
 : -392	-4	-1	-34	-110	-28	-108	-318	-102	5	-0.8
> COc1ccc(C2CCc3cc4c(cc3C2=NOC(C)=O)OCO4)cc1OC (centres undefined)
 : 0	-1	x	11	x	0	32	-24	28	4	-2.0
> Cc1ccccc1CNC(=O)/C=C\C(=O)O
 : -8	2	-1	1	0	8	16	20	17	-5	9.8
> Cc1ccnc(NC2OC(=O)c3ccccc32)c1 (centres undefined)
 : 13	4	1	9	0	-3	-1	0	1	-5	1.2
> C[C@@H]1CN([C@@H](C)CO)C(=O)CCCn2cc(nn2)CO[C@H]1CN(C)C(=O)c1ccc2ccn(C)c2c1
 : -3	9	x	9	x	-32	-9	2	-20	-8	-2.3
> Cn1ccnc1C1CCCCN1C(=O)c1cc(COc2ccc(F)cc2Cl)on1 (centres undefined)
 : -1	-4	2	-12	-13	2	6	-5	15	3	1.2
> Nc1ncnc2c1ncn2[C@@H]1O[C@H](C(=O)N2CCSC2)[C@@H](O)[C@H]1O
 : -1	-22	x	x	x	5	-14	13	5	-7	1.8
> CCn1cc(/C=N\NC(=O)c2ccc(F)cc2)cn1
 : 11	11	2	6	-2	-1	-4	11	-27	-7	2.3
> CC(=O)c1c(C)nn(-c2ccccc2)c1C
 : 3	-9	-3	36	-4	-11	-12	23	-23	-2	-0.4
> Nc1nc(-c2cccnc2)nn1C(=O)c1ccc(F)cc1
 : 8	19	x	-6	-1	1	0	10	-28	-5	0.2
> O=C(CN1C(=O)C2CC=CCC2C1=O)NCC1COc2ccccc2O1 (centres undefined)
 : 11	8	-1	10	19	-12	21	5	-6	-8	5.8
> COc1ccc(CCNC(=O)/C=C/c2ccc(S(=O)(=O)N3CCOCC3)cc2)cc1
 : 5	5	4	5	0	-20	15	6	-30	-5	0.5
> O=C(COC(=O)C1=Cc2ccccc2OC1)NC1CCCC1
 : 7	-7	2	-1	-2	-4	-13	4	-13	0	-2.0
> CCN(CC(=O)NCc1ccc(Cl)cc1)C(=O)c1sccc1C
 : 10	-2	x	7	-9	11	-2	-1	-17	-3	-0.1
> CCN(CC)c1ccc(/C=N/NC(=O)C2CC2)cc1
 : -67	-24	-3	-8	-16	24	-66	-100	-23	10	0.2
> O=C1OC(Nc2ccc(Cl)cn2)c2ccccc21 (centres undefined)
 : -94	3	5	-21	-7	-10	-13	-52	3	0	0.0
> C[C@H]1CN([C@@H](C)CO)C(=O)c2cc(C#Cc3cccnc3)cnc2O[C@H]1CN(C)Cc1ccc(F)cc1
 : 7	-10	x	-5	x	2	-10	10	-1	7	1.5
> Cc1sc2ncnc(N/N=C/c3ccc(O)cc3)c2c1C
 : -102	13	-1	5	-15	-5	-10	-126	-7	22	-0.5
> CC(C)(C)C(=O)COC(=O)c1cc2ccccc2cc1O
 : -38	2	2	-3	-28	-18	-13	-29	-27	3	-0.7
> COc1cc(C2C(C#N)=C(N)Oc3cc(N)ccc32)cc(OC)c1OC (centres undefined)
 : -3	-8	2	8	42	4	0	6	-8	-16	-5.4
> O=C(CN(C1CCCCC1)C1CCCCC1)N1CCc2ccccc2C1
 : 34	-7	-1	-12	5	1	12	26	2	15	-1.8
> O=C(c1cc(F)ccc1F)C1CCCN(C(=O)c2ccc3nccnc3c2)C1 (centres undefined)
 : -46	-1	3	-3	-1	8	5	-52	-41	9	0.1
> Cc1ccc(CN2C(=O)C(Cc3ccccc3)Nc3ncnc(N4CCCCC4)c32)cc1 (centres undefined)
 : -21&14	15&-2	4	-4	-3	-9&-4	-8&-5	7&8	-25&-8	1&-15	-0.8&-1.6
> O=C(NCC(=O)N1CCOCC1)c1ccccc1
 : -67	-2	5	-5	-35	-3	-50	-104	-17	2	0.4
> O=C(NCc1ccco1)/C(=C/c1ccco1)NC(=O)c1ccccc1
 : 7	0	7	-11	3	1	-14	5	-19	-15	0.0
> O=C(NC1CCC(O)CC1)c1ccc(S(=O)(=O)NCc2ccco2)cc1 (centres undefined)
 : 5	0	2	0	10	-7	3	12	-7	-3	-1.0
> O=C(CCn1cnc(-c2ccccc2)c1-c1ccccc1)N/N=C/c1ccccc1O
 : 56*	-1	2	32	27	17	u	22	-3	3	-0.1
> CCO[C@@H]1OC(C(=O)O)=C[C@H](c2ccccc2)[C@H]1CCCO
 : -8	-1	-2	-8	4	8	2	6	-28	-5	0.9
> COc1ccc(CCC(=O)N2CCN(c3ccc([N+](=O)[O-])cc3)CC2)cc1OC
 : 20	2	2	3	5	16	12	9	-32	5	-0.3
> O=C1CSC(c2cccc([N+](=O)[O-])c2)N1c1ccc(O)cc1 (centres undefined)
 : 9	-11	1	3	-7	7	2	10	-3	15	-0.4
> COc1ccc(NCc2nnc(SCC(=O)c3ccc(OC)cc3)n2C)cc1
 : -9	9	0	-15	-7	-3	-9	-80	-12	9	-0.3
> CN(C(=O)c1ccc(OC2CCN(S(=O)(=O)N(C)C)CC2)cc1)C1CCCCC1
 : 1	-2	8	1	0	3	7	-1	-12	-2	-0.4
> Cc1ccc(Nc2nc(N)nc(CC#N)n2)cc1
 : -214	-20	4	-14	-71	-4	-45	-306	-65	4	0.5
> Cc1cc(F)c(F)c(C(=O)N2CCOCC2)c1
 : 10	7	-1	-7	7	-4	-2	9	3	6	-1.8
> O=C(CN1C(=O)C2(OCCCO2)c2ccccc21)NCc1ccccc1
 : -2	6	2	25	1	-1	4	-14	-6	-5	2.6
> CC(C)c1ccc(NC(=O)CSc2nc3ccsc3c(=O)n2Cc2ccc(C(=O)O)cc2)cc1
 : -1	8	3	-4	1	-4	-4	13	15	2	-0.4
> O=C(Nc1ccn(CCCNCC(c2ccccc2)c2ccccc2)c(=O)n1)OCc1ccccc1
 : 25	-11	x	-5	x	19	-10	-19	1	7	-3.6
> COC(=O)c1nn(-c2cccc(Cl)c2)cc(OC)c1=O
 : -5	-3	-1	x	-19	-1	-24	8	1	7	-0.6
> Cc1ccc(C)c(NS(=O)(=O)c2ccc(NC(=O)c3ccco3)cc2)c1
 : 27	-18	0	2	12	-22	10	19	-14	-12	4.0
> CC(=O)Nc1ccc(NC(=O)c2ccccc2F)cc1
 : -77	14	-4	-15	-27	4	-16	-86	-28	-5	-2.3
> C=CCn1c(SCc2ccccc2)nnc1-c1cccnc1
 : 8	-4	-4	6	9	9	6	-14	15	-5	0.6
> CCOC(=O)CCCNC(=O)COC(=O)c1ccc(O)cc1
 : 14	1	-1	4	0	0	5	12	-10	-1	-0.5
> O=C(Nc1ccc(F)cc1)c1sc(Cl)nc1-c1ccccc1
 : -7	10	-1	-2	8	-43	-32	-2	-18	2	-1.2
> O=C(NC1CCS(=O)(=O)C1)c1ccc(Br)o1 (centres undefined)
 : 3	-2	-1	-2	11	-12	-24	-8	-3	3	0.7
> O=C(CC1C(=O)NCCN1Cc1cccc(C(F)(F)F)c1)NCCc1cnccn1 (centres undefined)
 : 1	18	1	3	5	-5	-1	1	2	-13	-0.2
> COc1ccc(/C=C/C(=O)NC2CCCCCCC2)cc1S(=O)(=O)N1CCOCC1
 : -78	-8	-2	-8	-28	18	-32	-144	-62	-3	0.7
> COc1cc(C(=O)NCC(=O)N/N=C/c2cccc(OC(=O)c3ccco3)c2)cc(OC)c1OC
 : -1	-3	-1	-5	-10	-5	-1	5	-3	-3	-1.7
> Cc1ccc(-c2nnn(CC(=O)N(c3ccccc3F)C(CC(C)C)C(=O)NCC3CCCO3)n2)cc1 (centres undefined)
 : 26	20	0	1	11	-12	1	14	-18	4	-1.8
> CN1CCN(C(=O)C2=C[C@H](c3ccc4c(c3)OCO4)C[C@H](OCCCCO)O2)CC1
 : -5	23	1	4	6	-11	17	-3	11	-3	0.2
> O=C(NCCC(c1ccccc1)c1ccccc1)c1cccs1
 : 2	-9	-1	-11	-16	-7	4	1	5	-4	-1.4
> Cc1occc1C(=O)N/N=C/c1ccc(-c2cccc([N+](=O)[O-])c2)o1
 : -12	-14	-1	6	-2	-44	5	-74	-41	-8	-0.6
> O=C(O)CCCN1C(=O)C2C3c4ccccc4C(c4ccccc43)[C@@H]2C1=O (some centres undefined)
 : 5	-8	-1	2	10	-2	-8	14	-12	12	0.6
> Cc1cc(=O)[nH]c(Nc2ccc(C(=O)OC(C)C)cc2)n1
 : -20	-8	-2	-10	-3	9	10	-39	-8	-9	1.8
> Cc1ccc(C(=O)N(CC(=O)NC2CCCC2)c2ccccc2F)s1
 : 10	18	x	-4	x	-29	5	9	4	-16	1.4
> O=C(Nc1cc2c3c(c1)CC(=O)N3CCC2)c1ccccc1Br
 : -42	-4	0	0	-20	4	-3	-43	3	12	-0.5
> O=C(c1ccco1)N1CCN(Cc2ccc(Br)cc2)CC1
 : 4	0	2	4	-8	8	6	11	-26	5	-0.1

# New compounds follow
# Values run as follows: Peg3 prom inh	KKLEB cytotox	NR2E3 ag-1	EBV LMP1 NFkB	MITF TRPM1 inh	CF NFkB inh	Shn3 inh set2	HIF-2a inh	NR2E3 ag-2	C8 TRAIL sens	hiPSC survival
> Cc1ccsc1C(=O)OC(C)C(=O)Nc1ccc(Cl)cn1 (centres undefined)
 : -30	-8	x	-1	0	17	19	-7	12	9	2.7
> Cc1cccnc1NC(=S)Nc1ccc(F)cc1F
 : -127	-10	-2	-3	-17	-2	-49	-217	-49	6	1.2
> CCSc1c([N+](=O)[O-])c(=O)n(-c2ccccc2)c2ccccc12
 : 22	-8	-1	8	1	8	9	30	16	-10	-0.2
> O=C(Nc1ccc2c(c1)OCO2)c1cc2nc(C3CC3)cc(C(F)(F)F)n2n1
 : -83	-4	x	-13	-28	-23	0	-64	-29	21	3.3
> CC(=O)Nc1ccc(CN2CCC(N3CCC(C(=O)NC4CC4)CC3)CC2)cc1
 : -1	-7	x	12	x	10	12	9	-14	-15	-0.9

# Some of the compounds tested (hit frequency here may not be typical).
